Screening results (PubChem)
MBNL1-CUG inh: MBNL1-poly(CUG) RNA binding inhibition; Q9NR56; TR-FRET MBNL1-His/biotin-(CUG)12 binding, 665/545 ratio; Potency, µM (series often up to 57.5 µM), without a hit: top-dose activity change, negative = inhibition, hits mostly inhibitors; 0.036% of 280,000 active; active means well fitted inhibition curve with a large enough effect in the signal ratio, with a control signal flat, not every such curve was filed as active; inconclusive means small, poorly fitted or top-dose-only effect, or effect the other way, or a change in a side signal; inactive means no such curve, though single readings can be large or run the other way; the % refers to the signal ratio; further: potency means the concentration at half of the fitted maximal effect; on the % scale 0 is the no-effect control and ±100 the full control effect
Target sequence (Q9NR56 whole entry, looked up): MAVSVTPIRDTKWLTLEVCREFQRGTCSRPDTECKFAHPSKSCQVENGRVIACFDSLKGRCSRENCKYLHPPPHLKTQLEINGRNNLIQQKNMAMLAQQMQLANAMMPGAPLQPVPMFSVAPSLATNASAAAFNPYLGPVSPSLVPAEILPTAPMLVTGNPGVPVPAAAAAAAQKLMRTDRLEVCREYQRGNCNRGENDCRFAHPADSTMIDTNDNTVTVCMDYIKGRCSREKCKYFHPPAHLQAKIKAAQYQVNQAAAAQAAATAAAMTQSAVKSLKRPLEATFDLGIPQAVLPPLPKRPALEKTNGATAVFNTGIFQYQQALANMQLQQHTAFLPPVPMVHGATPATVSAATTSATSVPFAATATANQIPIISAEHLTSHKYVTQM
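His-tagged MBNL1 binding to biotinylated (CUG)12 RNA was measured by TR-FRET using terbium anti-His antibody (0.055 ng/ul final) and streptavidin-XL665 (5 nM final). Compounds were titrated 92 nM to 58 uM; 60 min at room temperature.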
ASM inhibitor: blocks human secretory acid sphingomyelinase | P17405 | Potency, µM (highest dose often 57.5 µM), inactives show at the highest dose activity change, negative = inhibition, hits mostly inhibitors | placental ASM, HMU-PC fluorogenic substrate, 60 min | 0.006% of 340,000 active; further: potency means the concentration at half of the fitted maximal effect
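Steps: dispense placental human ASM, pin compound, wait 10 min at room temperature, add HMU-PC0 substrate at 9 uM final, incubate 60 min at 37 °C, add stop solution raising pH to 10, read fluorescence.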
TSG101-PTAP inh: blocks PTAP/TSG101 interaction to inhibit HIV-1 budding | 340,000 tested, under 10 active | Q99816 | Fluorescence polarization, FITC-PTAP peptide / Tsg101 binding | Potency, µM (highest dose often 115 µM), for inactives: at the top dose activity change, negative = inhibition, actives largely listed as inhibitors | AID 493005; active means well fitted inhibition curve with a large enough effect in the main read-out, with a control signal flat, not every such curve was filed as active; inconclusive means small, poorly fitted or top-dose-only effect, or effect the other way, or a change in a side signal; inactive means no such curve, though single readings can be large or run the other way; further: potency means the concentration at half of the fitted maximal effect; % of control where 0% means no effect
Target sequence (Q99816 whole entry, looked up): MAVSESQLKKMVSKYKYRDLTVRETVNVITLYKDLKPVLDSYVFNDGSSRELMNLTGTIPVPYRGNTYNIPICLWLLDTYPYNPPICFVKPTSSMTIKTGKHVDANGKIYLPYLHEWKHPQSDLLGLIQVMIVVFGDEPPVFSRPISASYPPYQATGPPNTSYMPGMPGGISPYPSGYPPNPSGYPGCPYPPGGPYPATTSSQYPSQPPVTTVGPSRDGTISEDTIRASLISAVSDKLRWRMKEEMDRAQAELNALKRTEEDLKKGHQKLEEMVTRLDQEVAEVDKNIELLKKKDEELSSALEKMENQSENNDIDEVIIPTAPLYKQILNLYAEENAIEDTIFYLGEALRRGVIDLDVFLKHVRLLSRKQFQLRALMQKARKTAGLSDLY
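Fluorescence anisotropy tracks displacement of a FITC-tagged PTAP peptide (50 nM) from the Tsg101 binding domain (10 uM), following a 20 min room-temperature incubation at pH 7.5.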
Integrin act MD: activates integrin-mediated alleviation for muscular dystrophy | alpha7betagal myoblasts, beta-gal FDG fluorescence, 48 h | Potency, µM (highest dose often 38.3 µM), inactives show at the highest dose activation, actives largely listed as activators | 0.064% of 350,000 active;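 further: potency means the concentration at half of the fitted maximal effect; 100% = response of the positive control SU9516; nearly all actives have a fitted effect of over 60% in size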
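Alpha7betagal+/- myoblasts (passage 13) were plated 16-24 hr, then exposed to compounds (1:260 dilution of DMSO stock) for 48 hours at 37C. After MPER lysis, β-galactosidase reporter activity was read as FDG fluorescence (ex 480/em 540) after 30 minutes.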
TSHR antagonist: blocks TSH signaling through the human TSH receptor; activity change, negative = inhibition, % at 11.5 µM; TSHR-expressing cells, TSH-stimulated cAMP HTRF, 2 h; hits give low values; P16473; 0.2% of 330,000 active;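 active means activity change below a set negative limit, meaning inhibition stronger than a set level, cut at about -70% in these data; inconclusive means activity change between two set negative limits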; further: on the % scale 0 is the no-effect control and ±100 the full control effect
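Freshly harvested TSHR cells receive pin-tooled compound, then EC80 TSH at 4nM final. After 2 hours at 37 deg C, antibody in lysis buffer and cAMP-d2 are added; 30 minutes at ambient temperature precede the HTRF read.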
Menin-MLL TR inh: inhibitors of human menin-MLL interaction, mutant MLL peptide; Menin + Texas Red MLL mutant peptide, fluorescence polarization; Potency, µM (highest dose often 61.6 µM), for the others: top-dose FP activity change, negative = inhibition, most hits filed as inhibitors; 0.23% of 270,000 active; AID 1768; active means well fitted inhibition curve with a large enough effect in the polarisation, with a control signal flat, not every such curve was filed as active; inconclusive means small, poorly fitted or top-dose-only effect, or effect the other way, or a change in a side signal; inactive means no such curve, though single readings can be large or run the other way; the % refers to the polarisation; further: potency means the concentration at half of the fitted maximal effect; % of control where 0% means no effect; many of its hits are not listed in these tables
TCR activator: activators of T cell receptors. Potency, µM (titrated, usually from 9.22 µM), without a hit: at the highest dose activation of IL-2 secretion, most hits filed as activators. primary human leukocytes, anti-CD3, IL-2 HTRF, 48 h. 330,000 tested, under 10 active; further: % of control where 0% means no effect
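Primary human leukocytes were stimulated with a-CD3 beads plus compounds for 48 hr without co-stimulation; secreted IL-2 was quantified by HTRF using a-IL-2-K (europium cryptate) and a-IL-2-d2, excited at 320nm with acceptor emission read at 665nm.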
Mito fusion yeast: mitochondrial division inhibition or fusion activation | S. cerevisiae fusion-defective mutant growth rescue, CellTiterGlo 48 h | Potency, µM (doses to about 46.1 µM), inactives show at the highest dose growth rescue (activation), hits mostly activators | 0.23% of 320,000 active;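 further: potency means the concentration at half of the fitted maximal effect; % of control where 0% means no effect; nearly all actives have a fitted effect of over 45% in size; temperature-sensitive fusion mutants such as fzo1-1 at 37 °C on non-fermentable ethanol glycerol medium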
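Compounds are tested for their ability to restore growth of mitochondrial fusion-defective yeast strains at non-permissive 37C in YPEG medium over 48 hours. Viability is quantified by luciferase luminescence.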
AT treatment: potential ataxia-telangiectasia treatment; 0.19% of 320,000 active; AID 485349; Potency, µM (doses to about 57.5 µM), inactives show top-dose activation, usual class: activators; […] A-T fibroblasts, KAP-1 phosphorylation AlphaLISA; neocarzinostatin DNA damage 30 min before lysis; further: potency means the concentration at half of the fitted maximal effect; % of control where 0% means no effect; nearly all actives have a fitted effect of over 45% in size
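ATM-like activity read as KAP-1 phosphorylation via AlphaLISA donor/acceptor antibody pairs after lysis and 6 hr at 25C. Cells were ATM-null patient fibroblasts ([…], hTERT), dosed 60 min, then exposed to the DSB inducer NCS for 30 min.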
MLL CXXC-DNA inh: inhibitors of human MLL CXXC domain-DNA interaction. Q03164. MLL-CXXC / FITC-HOXA9 DNA fluorescence polarization. Potency, µM (top dose mostly 115 µM), for the others: at the top dose activity change, negative = inhibition, usual class: inhibitors. 0.037% of 290,000 active; active means well fitted inhibition curve with a large enough effect in the polarisation, with a control signal flat, not every such curve was filed as active; inconclusive means small, poorly fitted or top-dose-only effect, or effect the other way, or a change in a side signal; inactive means no such curve, though single readings can be large or run the other way; the % refers to the polarisation; further: potency means the concentration at half of the fitted maximal effect
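Purified MLL-CXXC (added from a 7 uM solution) was preincubated 5 min at ambient with pinned compounds in 50 mM Tris-HCl pH 7.5, 50 mM NaCl, 1 mM DTT, 0.05% BSA. Fluorescein-labeled HOX-A9 DNA (50 nM solution) followed, 30 min, then polarization read.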
* = called active by the depositor; ? = inconclusive; nt = not tested or not shown; [ ] = dose if it differs, or a comment. Unless noted, the call rests on the fitted dose curve; in most records, active means well fitted curve in the direction sought with a large enough effect; inconclusive means small, poorly fitted or top-dose-only effect, or another doubt; inactive means no such curve, though single readings can be large; an effect the other way counts as inactive or inconclusive. The list is partial (hit frequency here may not be typical).

SMILES	MBNL1-CUG inh	ASM inhibitor	TSG101-PTAP inh	Integrin act MD	TSHR antagonist	Menin-MLL TR inh	TCR activator	Mito fusion yeast	AT treatment	MLL CXXC-DNA inh
O=C(c1ccc(S(=O)(=O)Nc2ccccc2)cc1)N1CCCC(C(F)(F)F)C1 (configuration not stated)	1%	0%	-4%	?	-5	nt	2%	0%	11%	-3%
O=C(O)C1C2C=CC(C3CC23)C1C(=O)NCCc1ccccc1 (configuration not stated)	-9%	-2%	-5%	12%	6	-22%	0%	0%	9%	-18%
Cc1ccc(C(C(=O)NC(C)(C)C)N(Cc2cccs2)C(=O)c2ccc3c(c2)OCCO3)cc1 (configuration not stated)	nt	-3%	-5%	?	3	3%	10%[46.1 µM]	27%	-8%	5%
COc1ccc(C2(C)NC(=O)N(CC(=O)NC3CCCC3)C2=O)cc1OC (configuration not stated)	nt	-1%	-5%	-16%	0	nt	-6%	3%	-2%	nt
O=C(OCC(=O)N1CCc2ccccc21)c1ccc[n+]([O-])c1	-1%	4%	0%	-4%	8	2%	-4%	-1%	0%	-4%
O=C(O)c1cccnc1SC1CC(=O)N(CCc2ccccc2)C1=O (configuration not stated)	2%	4%	-6%	-21%	-1	nt	1%	-4%	-5%	14%
CCCCCCCCOC(=O)C1=C(C)Nc2nnnn2C1c1cccs1 (configuration not stated)	3%	36%[activator]	-5%	-32%	-21	-8%	3%	11%	4%	-6%
CC(Cc1cccnc1)NC(=O)c1cc(COc2ccc(F)cc2F)on1 (configuration not stated)	-6%	2%	0%	-19%	-13	nt	-1%	-3%	49%	10%
COc1ccc(CCC(=O)Nc2nnc(C)s2)cc1	nt	4%	-2%	13%	nt	nt	-1%	nt	nt	nt
COCCn1c(SCC(=O)NCc2ccco2)nc2cccnc21	3%	3%	-1%	-18%	6	2%	2%	-3%	12%	-1%
Cc1cc(C)c(OCCCCN(C)C)c(Br)c1	-6%	0%	-4%	16%	7	-6%	3%	3%	-4%	0%
CCCCCCc1ccc(OCC(=O)O)cc1OCC(=O)O	4%	0%	-4%	22%	7	6%	6%	-3%	4%	-8%
CCN(C(=O)COC(=O)CCC(=O)c1ccc(Cl)cc1)c1c(N)n(Cc2ccccc2)c(=O)[nH]c1=O	nt	7%	-5%	?	nt	nt	-4%	nt	nt	nt
C=CCOc1ccc(C=Nc2ccc(OC)cc2)c(O)c1	-1%	14%	-1%	2%	6	2%	9%	-7%	2%	14%
Cc1cc(NCc2ccccc2)nc(N2CCOCC2)n1	-7%	1%	-3%	4%	-2	7%	1%	-2%	3%	-11%
N#CC12CCCCC1CC1CCCCC1(C#N)N2N (configuration not stated)	-4%	4%	3%	-10%	-8	nt	2%	-3%	-2%	-22%
COCCNC(=O)C1CCN(C(=O)c2cc3sccc3n2Cc2ccc(F)cc2)CC1	-5%	1%	1%	-18%	2	10%	-1%	7%	0%	4%
COc1ccc(-c2cc3c(=O)n(CC(=O)Nc4ccc(Cl)cc4)ncn3n2)cc1	0%	2%	-3%	1%	-8	nt	11%	-1%	7%	4%
COc1ccc(N2CCN(C(=O)COC(=O)CNC(=O)c3ccc(Cl)cc3Cl)CC2)cc1	nt	nt	0%	-32%	-19	nt	-10%	6%	-6%	nt
CS(=O)(=O)N(CC(=O)N1CCCCCC1)c1cccc(Br)c1	7%	1%	0%	0%	12	-9%	-3%	3%	7%	-3%
Cc1cccc(-c2nc3c(s2)CCc2onc(-c4ccc(Br)cc4)c2-3)c1	1%	3%	-2%	?	5	?	5%	0%	13%	0%
O=c1cc(CO)oc(C(Nc2ccccn2)c2ccccc2Cl)c1O (configuration not stated)	-5%	5%	5%	?	14	-11%	-4%	1%	0%	-1%
O=C(OCc1c(F)cccc1Cl)c1cnc2ccccc2n1	?	1%	1%	9%	-11	32%[activator]	1%	-9%	4%	5%
O=C(c1cc(C2CC2)on1)N1CCN(c2ccc(F)cc2)CC1	?	-2%	-8%	4%	-1	-1%	1%	1%	4%	2%
CC(OC(=O)c1cccs1)C(=O)NCc1ccco1 (configuration not stated)	-7%	4%	-5%	1%	-10	-3%	-5%	0%	-4%	-11%
CCSc1nc2ccc(OC)cc2cc1C#N	13%	26%	-6%	12%	11	3%	2%[46.1 µM]	8%	4%	3%
CC(C)(CC1(C)NC(=O)NC1=O)OCc1ccccc1 (configuration not stated)	nt	1%	1%	6%	nt	nt	-1%	nt	nt	nt
CCSc1nnc(NC(=O)C(C)(C)C)s1	-13%	2%	-4%	7%	-2	8%	-20%	-3%	nt	0%
Cc1cc(S(=O)(=O)NCCN2CCOCC2)c(C)s1	-3%	2%	-4%	-15%	9	10%	-1%	-12%	4%	-1%
O=C(COC(=O)c1ccccc1SCC(=O)N1CCCC1)NC1CCCCC1	nt	0%	-2%	-31%	-11	nt	nt	2%	2%	nt
Cc1ccc(N2C(=O)[C@@H]3C(c4cccnc4)=NO[C@@H]3C2=O)c(C)c1	3%	0%	-2%	-6%	-1	nt	3%	-8%	-8%	4%
CC(C)(C)C1CCc2c(sc(NC(=O)c3ccco3)c2C(N)=O)C1 (configuration not stated)	181%[activator]	470%[activator]	2%	12%	22	32%[activator]	-10%[46.1 µM]	0%	nt	-7%
Cc1ccc(SCc2cc(=O)[nH]c(N3CCN(Cc4ccc5c(c4)OCO5)CC3)n2)cc1	9%	2%	-1%	4%	0	10%	4%	-1%	-9%	9%
CCn1c(C)cs/c1=N\S(=O)(=O)c1ccccc1	nt	5%	2%	1%	-1	nt	3%	9%	19%	nt
CC(C)OC(=O)c1ccc(NCc2cc(O)ccc2O)cc1Cl	nt	-12%	0%	-48%[inhibitor]	nt	nt	-3%	nt	nt	nt
COc1ccccc1CNC(=O)N1CCN(c2ccccc2C)CC1	-2%	0%	-5%	-9%	23	-23%	4%	2%	-2%	-2%
CCN(C(=O)COC(=O)c1cc(S(=O)(=O)Nc2c(C)n(C)n(-c3ccccc3)c2=O)ccc1Cl)C1CCCCC1	-7%	-1%	-5%	4%	2	?	2%	11%	3%	-3%
Cc1cc(-c2ccccc2)nc(N2CCC(C(=O)NC(C)C)CC2)n1	12%	26%	-10%	16%	8	3%	-3%	-3%	6%	11%
Fc1ccc(C(c2nnnn2Cc2cccs2)N2CCN(C3CCCC3)CC2)cc1 (configuration not stated)	0%	-2%	-6%	-40%	2	-12%	-2%	1%	1%	-1%
CS(=O)(=O)c1ccc(Cl)c(NC(=O)COC(=O)c2ccc(F)cc2Cl)c1	-2%	2%	-1%	-9%	6	4%	-45%	0%	1%	-5%
COC(=O)/C(=C\Nc1ccc(Cl)cc1Cl)NC(=O)c1ccc(Cl)cc1Cl	-8%	-2%	-1%	4%	nt	2%	8%	5%	nt	3%
CN=c1scc(-c2ccccc2F)n1/N=C/c1ccc[nH]1	10%	3%	-1%	3%	-3	13%	-6%	-3%	6%	9%
CCN(CC)C(=O)CN(c1ccc(Cl)cc1)S(=O)(=O)c1ccccc1	2%	2%	-8%	7%	0	nt	0%	3%	2%	-2%
CCOc1ccc(-c2nc(C#N)c(NCC3CCCO3)o2)cc1 (configuration not stated)	5%	4%	-7%	3%	-2	6%	3%	2%	2%	6%
CCOC(=O)c1cc2c(=O)n3cccc(C)c3nc2n(CCCOC)c1=NC(=O)c1cccnc1	?	nt	-8%	-8%	0	4%	0%	3%	-16%	-7%
Cn1cc(C(=O)Nc2ccc(Cl)cc2)c(C(F)(F)F)n1	-2%	-1%	0%	?	-11	25%	1%	-2%	3%	0%
O=C1Nc2ccccc2C(=O)N2C[C@@H](O)C[C@H]12	-8%	-1%	0%	-10%	-1	20%	-1%	-17%	11%	6%
CCN(C[C@H]1N[C@@](CC)(C(=O)OC)[C@H]2C(=O)N(Cc3ccccc3)C(=O)[C@@H]12)C(=O)c1ccc(F)cc1	nt	2%	0%	0%	-4	nt	1%	nt	-6%	nt
N#CCSc1nc2scc(-c3cccs3)c2c(=O)n1CCc1ccccc1	-8%	-1%	-8%	12%	-12	?	0%	-1%	-6%	2%
COc1ccc([C@H]2/C=C\CN(S(=O)(=O)c3ccc4ccccc4c3)[C@@H](C)C(=O)N2Cc2ccc(F)cc2)cc1	nt	1%	-2%	8%	nt	nt	3%	nt	nt	nt
O=C(CNC(=O)c1ccccc1O)N/N=C/c1ccccn1	?	2%	-1%	26%	36	-1%	0%	16%	-1%	-11%
